# CRFBP-R2 agonist – agonists of CRF-BP/CRF-R2 complex, primary screen, cell-based, HEK293, calcium dye fluorescence, uHTS. CRF-binding protein / CRF receptor 2 complex (human). calcium dye fluorescence (FLIPR); percent of saturating CRF peptide response. activation, % at 13.2 µM. 350,000 tested, 0.46% active. AID 588473, 2011;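 active = activation of at least 50%, plus an integration ratio under a set limit after plate pattern correction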;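 also: plate controls were neutral control wells without compound for no effect and CRF at EC100 for full effect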
# pCIP destab – p/CIP-EGFP fusion destabilizers, primary screen, fluorescence, F442A cells | Q05BA5 | 290,000 tested, 0.01% active | 16 h | AID 1984, 2009 | decrease of EGFP signal, % at 10 µM;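 active = EGFP signal decrease of at least 30% at 10 µM or well 3 SD below plate mean, unless failing retest; inactive = the rest, including hits failing retest or dose response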; also: some compounds called inactive have numbers as strong as hits; many of its hits are not listed in these tables
# PHOSPHO1 inh – PubChem AID 1565 | recombinant PHOSPHO1, absorbance phosphatase assay | inhibition, % at 13.3 µM | 290,000 tested, 1.1% active; in the data active = inhibition above about 60%
# MEKK3 PB1 HTS – modulators of MEKK3-MEK5 PB1 binding, primary screen, biochemical, wildtype MEKK3, multiplex bead flow cytometry, Alexa488-MEK5 | Mitogen-activated protein kinase kinase kinase 3 (Homo sapiens), Q99759 | bead-based flow cytometry, Alexa488-MEK5 binding to MEKK3; actives lie on both sides; 0 = blocked by unlabeled MEK5, 100 = vehicle | binding response (% of control), % at 10 µM | 290,000 tested, 1.4% active | AID 1529, 2009;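 active = binding response more than 3 SD above or below the average of its plate-row segment, actives on both sides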;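 also: Alexa488 bead fluorescence after subtracting the streptavidin-only scavenger bead signal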
# IDE act – human IDE activators in live cells, primary screen, fluorescence polarization, HEK cells, FAbeta-B substrate. Insulin-degrading enzyme (Homo sapiens), P14735. FAbeta-B cleavage; 0% vehicle, 100% cell-free pure enzyme wells. activation, % at 5.96 µM. 340,000 tested, 0.073% active. AID 493087, 2011;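 active = activation above the mean of all tested compounds plus 3 SD, set per screening campaign, cut at about 17% in these data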
# Target sequence (P14735 whole entry, looked up): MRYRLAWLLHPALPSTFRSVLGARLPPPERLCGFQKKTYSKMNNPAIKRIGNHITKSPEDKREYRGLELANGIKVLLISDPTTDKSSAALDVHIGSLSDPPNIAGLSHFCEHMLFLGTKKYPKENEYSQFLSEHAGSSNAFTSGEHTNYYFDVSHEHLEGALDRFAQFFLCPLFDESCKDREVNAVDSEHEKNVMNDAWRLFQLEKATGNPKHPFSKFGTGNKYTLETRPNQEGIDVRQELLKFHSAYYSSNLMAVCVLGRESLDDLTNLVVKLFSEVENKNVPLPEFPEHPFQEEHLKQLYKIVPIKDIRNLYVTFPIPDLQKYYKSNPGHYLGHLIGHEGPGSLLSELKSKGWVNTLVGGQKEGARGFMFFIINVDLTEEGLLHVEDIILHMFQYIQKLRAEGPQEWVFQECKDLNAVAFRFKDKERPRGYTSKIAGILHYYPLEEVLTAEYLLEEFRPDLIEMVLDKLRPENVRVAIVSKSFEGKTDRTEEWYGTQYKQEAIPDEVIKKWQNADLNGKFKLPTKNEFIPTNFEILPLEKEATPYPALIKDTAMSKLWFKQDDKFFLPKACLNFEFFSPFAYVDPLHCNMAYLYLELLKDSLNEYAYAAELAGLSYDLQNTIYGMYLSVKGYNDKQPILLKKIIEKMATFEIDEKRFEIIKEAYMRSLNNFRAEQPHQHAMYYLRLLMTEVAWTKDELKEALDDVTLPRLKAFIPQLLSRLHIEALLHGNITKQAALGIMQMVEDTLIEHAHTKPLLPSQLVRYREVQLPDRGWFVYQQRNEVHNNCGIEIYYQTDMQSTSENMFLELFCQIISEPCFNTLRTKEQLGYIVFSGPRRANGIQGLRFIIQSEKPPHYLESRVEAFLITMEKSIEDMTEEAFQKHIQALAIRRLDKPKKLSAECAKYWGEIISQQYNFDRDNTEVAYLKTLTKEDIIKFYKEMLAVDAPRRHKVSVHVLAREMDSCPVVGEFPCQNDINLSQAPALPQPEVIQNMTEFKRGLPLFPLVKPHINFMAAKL
# M4 PAM – human M4 muscarinic receptor positive allosteric modulators, primary screen, CHO-K1 cells, Fluo-8 calcium fluorescence; activation, % at 3 µM; Muscarinic acetylcholine receptor M4 (Homo sapiens), P08173; 360,000 tested, 0.4% active; CHO-K1 hM4/Gqi5, ACh EC20; 0% = ACh EC20, 100% = maximal ACh;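 active = activation above its plate's cutoff, the mean activation of sample wells plus 3 SD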; also: some results filed as inactive read as strong as hits
# IDE inh – human IDE inhibitors in live cells, primary screen, fluorescence polarization, HEK cells, FAbetaB substrate | FAbetaB cleavage | inhibition, % at 5.59 µM | 320,000 tested, 0.41% active | AID 434962, 2010;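 active = percent inhibition above the average of all tested compounds plus 3 SD, set per screening campaign, cut at about 16% in these data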;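 also: IDE supplied by intact live HEK cells; FP after avidin binding of uncleaved biotin substrate so inhibition keeps polarization high; 0% = DMSO wells and 100% = 60 µM reference IDE inhibitor Ii1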
# GalR3 antagonist – GalR3 antagonists in HEK293 cells, primary screen, cell-based, fluorescence readout; 360,000 tested, 0.44% active; HEK293 GalR3-CNG cAMP membrane potential fluorescence; galR3 body fused to GalR1 C-terminus; Galanin receptor type 3 (Homo sapiens), O60755; inhibition, % at 3 µM; AID 651719, 2012;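 active = inhibition above the screen-wide average plus 3 SD, cut at about 13% in these data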;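 also: forskolin and galanin both at EC90 stimulate the cells; cAMP rise reported by CNG channel membrane potential dye signal; 0% = forskolin plus galanin with DMSO and 100% = forskolin alone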
# CRFBP-R2 block – antagonists of CRF-BP/CRF-R2 complex, primary screen, cell-based, HEK293, calcium dye fluorescence, uHTS | CRF-induced calcium fluorescence | inhibition, % at 11.8 µM | 350,000 tested, 0.59% active;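 active = inhibition of the ligand-induced calcium signal above about 50% at the single tested concentration, limit read from the data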
# * marks the source's active call; other numbers are inactive results; nt = no result given.
SMILES,CRFBP-R2 agonist,pCIP destab,PHOSPHO1 inh,MEKK3 PB1 HTS,IDE act,M4 PAM,IDE inh,GalR3 antagonist,CRFBP-R2 block
Cc1ccc(NC(=O)COC(=O)CCc2c[nH]c3ccccc23)cc1[N+](=O)[O-],-1.8,-4,-6,100,-3,-4,-3,-7,-9
CCOc1ccc(NC(=O)COc2ccccc2)c([N+](=O)[O-])c1,2.8,-5,13,102,-1,6,2,-2,-34
Cc1ccc(NC2c3ccccc3C(=O)N2CCN2CCOCC2)cc1 (stereo unspecified),1.2,-7,5,95,0,-5,-1,nt,-1
COc1cccc(CN2CCNC(=O)C2CC(=O)N(C)Cc2cnccn2)c1OC (stereo unspecified),-0.2,8,16,103,-5,12,4,1,5
Nc1nc(SCc2nc(-c3ccccc3)no2)[nH]c(=O)c1-c1ccccc1,-3.2,5,23,101,7,9,0,-7,-22
Cc1nn(C)c(C)c1CCC(=O)N1CCCC(C(=O)c2cccc(OC(C)C)c2)C1 (stereo unspecified),0.5,-12,24,109,-1,-2,6,-7,-6
O=C(OCn1nnc2ccccc2c1=O)c1cccnc1Cl,-0.3,7,4,106,-1,1,2,2,6
CCOc1ccc(C)cc1S(=O)(=O)n1ccnc1,1.8,-12,18,101,-3,1,-4,4,-6
CN1CCN(CCP(=O)(c2ccccc2)c2ccccc2)CC1,0.3,-12,26,86,-1,6,5,-6,22
O=C(NCC(=O)N1CCN(C/C=C/c2ccccc2)CC1)c1ccc(Br)cc1,-1.4,nt,nt,nt,3,-7,-5,-1,-2
O=C(NC1CCCCC1)C(c1ccc2ncccc2c1)N(Cc1ccc(F)cc1)C(=O)c1ccc2c(c1)OCCO2 (stereo unspecified),-1.2,-14,32,nt,1,4,3,0,-45
CCCn1c(CCNc2nc(-c3cccc(Br)c3)cs2)nc2ccccc21,-0.2,nt,nt,nt,1,-2,nt,-4,11
O=C(NNc1nc2cc3c(cc2s1)OCCO3)c1ccccc1,-0.4,-8,-156,94,5,2,-5,-5,-1
CCOC(=O)CS(=O)(=O)CC(=O)Nc1ccc([N+](=O)[O-])cc1OC,-0.7,-9,27,97,1,10,3,-4,12
O=S(=O)(c1ccccc1)N(Cc1nc(-c2ccccc2)no1)C1CCCCC1,2.3,-2,4,96,1,0,0,5,-7
O=C(Nc1nc2ccccc2[nH]1)c1ccc(S(=O)(=O)N2CCOCC2)cc1,0.5,25,22,111,7,4,0,5,-8
COc1ccccc1NC(=O)COc1ccccc1C(=O)Nc1ccccc1,-2.0,-5,51,101,2,-15,1,-3,5
FC(F)(F)c1nnc2c3ccccc3c(Cl)nn12,3.3,3,8,107,0,-8,nt,-1,-6
COC(=O)c1ccc(Cn2nc(C)c([N+](=O)[O-])c2C)o1,-3.5,-9,32,86,-2,-7,-1,-3,29
CSCCC(NS(=O)(=O)c1ccc2c(c1)oc(=O)n2C)C(=O)NC1CCC(C)CC1 (stereo unspecified),1.4,-7,10,106,0,-1,1,nt,2
COc1ccc2c(C)cc(N3CCCCCC3)nc2c1,-2.5,-9,28,103,4,-15,2,-9,0
N#C/C=C/C(=C\Nc1ccc(Cl)cc1)S(=O)(=O)c1ccccc1,-0.9,-12,6,106,1,0,4,-3,6
CCC1(c2ccc(F)cc2)NC(=O)N(CC(=O)Nc2ccccc2C)C1=O (stereo unspecified),13,-5,10,102,-4,3,0,-5,-11
CCOC(=O)C1(CC2CCCCO2)CCN(C(=O)Nc2ccc3c(c2)OCO3)CC1 (stereo unspecified),0.3,-14,-37,102,2,16,-4,-4,11
COc1ccc(-c2cc(C(=O)N3CCN(c4ncccn4)CC3)c3ccccc3n2)cc1,-1.1,nt,nt,nt,0,0,7,-6,-7
# (cont.)
SMILES,CRFBP-R2 agonist,pCIP destab,PHOSPHO1 inh,MEKK3 PB1 HTS,IDE act,M4 PAM,IDE inh,GalR3 antagonist,CRFBP-R2 block
c1ccc(CNc2ncnc3nc[nH]c23)cc1,-2.2,-4,13,87,-5,-1,6,-2,-4
CCOC(=O)N1CCN(C(=O)c2ccc(CSc3ccc(Cl)cc3)cc2)CC1,0.2,2,18,65,nt,5,nt,-4,22
CC1CC(C)CN(C(=O)c2cc3c(=O)n4ccccc4nc3s2)C1 (stereo unspecified),0.2,8,32,102,0,-5,4,-6,-10
CC(NCC1COc2ccccc2O1)C1COc2ccccc2O1 (stereo unspecified),2.2,14,14,101,1,2,0,-13,-14
CN(C)c1nc2c(c(=O)n(C)c(=O)n2C)n1Cc1ccccc1,-6.8,8,3,106,0,9,3,-2,3
CC(C)(C)c1ccccc1NC(=O)c1c(O)c2cccc3c2n(c1=O)CC3,nt,-1,37,102,nt,nt,-6,nt,nt
COc1cc(OC)nc(Oc2ccccc2C(=O)Oc2ccc(C)cc2)n1,-0.8,-2,46,104,5,-7,-3,-3,13
COC(=O)CSc1nc(C(C)C)nc2ccccc12,-0.7,6,-1,101,-2,-1,10,-5,15
CN(C(=O)COC(=O)CCc1nc2ccccc2c(=O)[nH]1)C1CCS(=O)(=O)C1 (stereo unspecified),1.0,-3,32,100,-1,2,0,-8,53*
CC(=O)c1ccc(S(=O)(=O)N2CCN(C(=O)/C=C/c3ccc4ccccc4n3)CC2)cc1,-4.2,-8,-5,100,6,-14,1,-4,4
O=C(Cn1c2[n+](c3ccc(C(F)(F)F)cc31)CCCCC2)Nc1ccccc1,-1.1,-16,9,60,-1,2,-2,-3,20
O=C(Cn1c(=O)oc2cc(S(=O)(=O)NCc3ccccc3)ccc21)N1CCCC1,-2.3,-6,46,98,3,-6,-3,-3,-3
Nc1cccc2cccc([N+](=O)[O-])c12,-0.9,nt,nt,nt,2,10,nt,-2,-12
Cc1cc(=O)oc2cc(OC(C)C(=O)Nc3ccc(C(N)=O)cc3)ccc12 (stereo unspecified),-0.5,nt,nt,nt,1,3,1,-7,-5
O=C(NC(=S)Nc1ccc(Br)cn1)c1cncc(Br)c1,0.6,-10,16,96,8,-2,-2,-6,-20
Cc1cc(C)n(C(=O)CCCCCCCC(=O)n2nc(C)cc2C)n1,-0.2,-10,3,97,9,16,3,-6,28
CN1CCC(CO)(Cc2ccccc2)CC1,1.2,-1,35,98,11,1,-1,-1,1
CC(C)(C)c1cc(C(=O)NNS(=O)(=O)c2ccccc2)n[nH]1,-3.1,-4,-10,105,5,-11,-4,2,4
O=C1C2CCCCN2C(=O)N1CCCCN1CCN(c2ccc(F)cc2)CC1 (stereo unspecified),-1.6,10,3,102,-4,6,3,-2,3
CC(=O)Nc1cccc(NC(=O)C2C3C=CC(C3)C2C(=O)O)c1 (stereo unspecified),2.3,4,11,98,-2,4,1,-9,-17
CC(=O)Nc1ccc(NC(=O)C(C)OC(=O)c2ccc3[nH]c(C)c(C)c3c2)cc1 (stereo unspecified),0.3,nt,nt,nt,1,5,2,1,15
O=C(OCC(=O)C12CC3CC(CC(C3)C1)C2)c1ccc(O)cc1O,4.5,nt,nt,nt,9,-4,-1,-7,-7
CC12CCCC(C(C#N)C(N)=O)(C1)NC(=O)C2C#N (stereo unspecified),0.7,nt,nt,nt,10,7,nt,1,-2
COc1ccc2c(c1OC)C(=O)OC2Nc1nc(-c2cccc([N+](=O)[O-])c2)cs1 (stereo unspecified),-1.8,-6,48,104,4,-6,-4,5,5
COc1ccc(S(=O)(=O)N(CCc2ccccc2)CC(=O)N/N=C/c2ccc3c(c2)OCO3)cc1,-0.1,4,11,108,-3,-3,-1,-3,-2

# Entries from the list above that have an aryl thioether with sulfur outside any ring, in the order listed:
SMILES,CRFBP-R2 agonist,pCIP destab,PHOSPHO1 inh,MEKK3 PB1 HTS,IDE act,M4 PAM,IDE inh,GalR3 antagonist,CRFBP-R2 block
Nc1nc(SCc2nc(-c3ccccc3)no2)[nH]c(=O)c1-c1ccccc1,-3.2,5,23,101,7,9,0,-7,-22
CCOC(=O)N1CCN(C(=O)c2ccc(CSc3ccc(Cl)cc3)cc2)CC1,0.2,2,18,65,nt,5,nt,-4,22
COC(=O)CSc1nc(C(C)C)nc2ccccc12,-0.7,6,-1,101,-2,-1,10,-5,15

# The results go on:
SMILES,CRFBP-R2 agonist,pCIP destab,PHOSPHO1 inh,MEKK3 PB1 HTS,IDE act,M4 PAM,IDE inh,GalR3 antagonist,CRFBP-R2 block
O=S(=O)(c1ccc(=S)[nH]c1)N1CCCCCC1,-1.4,nt,nt,nt,-29,3,9,-6,-1
CN(C)/C=C/C(=O)c1ccc(Cl)c([N+](=O)[O-])c1,-0.6,-1,28,100,-2,10,4,-4,-19
CC(C)(C)c1ccc(C(=O)N2CCN(Cc3ccccc3)CC2)cc1,0.3,-19,-6,101,-2,-10,4,-12,10
Cc1ccc(NC(=S)NCCSc2ccc(Cl)cc2)c(C)c1,2.3,4,15,92,0,-13,0,-4,22
CC(=O)Nc1cccc(NC(=O)c2ccccc2OCc2ccccc2)c1,-0.4,-8,27,102,2,-10,3,0,1
COC(=O)c1sc2nc3c(cc2c1N)CCCC3,0.5,-11,23,100,5,1,6,-4,21
O=C(NCc1ccc(Cl)cc1)c1ccc2ccccc2n1,-1.6,-3,31,99,2,-7,0,-9,0
Cc1ccccc1-c1nc(-c2ccccn2)no1,-0.3,1,17,87,1,0,-3,-6,-20
COc1ccc(C2NC(c3ccc(OC)c(OC)c3OC)C(C)C(=O)C2C)c(OC)c1OC (stereo unspecified),-0.9,2,-4,98,4,1,2,-4,9
CC(C)[C@H](NC(=O)c1ccccc1F)C(=O)OCCN1C(=O)c2ccccc2C1=O,-5.9,nt,nt,nt,2,-2,7,-5,12
O=C(Nc1nc2ccccc2[nH]1)c1cccc(Cl)c1,0.2,-1,24,102,3,5,1,-6,-12
CCN(CC)c1ccc(NC(=O)CN(C)Cc2cccs2)cc1,0.8,-14,16,102,0,-4,-7,-9,-3
CCCn1c(SCC(=O)Nc2ccc(OC)cc2)nnc1-c1ccncc1,-4.9,-1,-5,99,1,5,5,-5,3
O=C(CCC(=O)N1CCN(S(=O)(=O)c2cccc(F)c2)CC1)c1cccs1,0.2,5,42,106,3,-5,1,5,2
O=C(CN(C(=O)CNC(=O)c1cccs1)c1ccccc1)NC1CCCCC1,-0.6,2,-2,99,7,4,9,-8,-9
CCc1c(C)sc(NC(=O)Cc2ccccc2OC)c1C(=O)N1CCOCC1,2.1,2,28,103,1,4,-1,0,-8
O=C(O)c1ccc(NS(=O)(=O)c2cccc(C(=O)Nc3ccccc3[N+](=O)[O-])c2)cc1,-1.0,-4,1,100,4,3,nt,-4,9
Cc1sc2ncnc(SCC(=O)c3ccc(O)cc3O)c2c1C,-0.7,-12,15,103,-2,5,-6,5,3
COc1ccc(-c2oc3ncn4nc(Cc5ccccc5)nc4c3c2-c2ccc(OC)cc2)cc1,1.1,-8,11,99,7,4,0,-1,-8
CCCN(CCC)CC(O)COc1ccccc1C(=O)Nc1ccccc1 (stereo unspecified),-0.3,-16,37,85,-1,-1,0,-6,-16
COc1cccc(OC)c1Nc1nc(C)nc2c1nnn2Cc1ccccc1Cl,-0.6,-13,20,104,-2,-3,-3,-8,14
CN(C)CCN(C)C1CN(Cc2ccc([N+](=O)[O-])cc2)S(=O)(=O)C1 (stereo unspecified),-0.9,nt,nt,nt,nt,-3,nt,-2,12

# Outcome played no part in choosing rows, and some 4.2% of all compounds hit somewhere here.
